High-throughput results from PubChem BioAssay.
TNAP inh hiacc: human TNAP enzyme inhibitors, primary screen, biochemical, luminescent, high phosphate acceptor level, uHTS; AID 1135, 2008; Alkaline phosphatase, tissue-nonspecific isozyme (Homo sapiens), P05186; purified TNAP, CDP-star luminescence, 1 M DEA; 200,000 tested, 0.03% active; inhibition, % at 20 µM;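 active means over 50% inhibition of tissue-nonspecific alkaline phosphatase at 20 µM in the single-dose screen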;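 further: plate controls were DMSO wells for no effect and EDTA-quenched wells as full inhibition for full effect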
APP 5UTR inh: inhibitors of APP translation via 5'UTR reporter, primary screen, APP 5'UTR luciferase, SH-SY5Y cells; SH-SY5Y APP 5'UTR-luciferase reporter, luminescence; inhibition, % at 2 µM; 190,000 tested, 0.82% active; AID 1285, 2008;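 active means inhibition above a set limit, derived from the sample mean plus 3 SD, cut at about 45% in these data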; further: values of inactives mirror those of a sister screen read the other way
L major viab: Leishmania major promastigote growth inhibition, primary screen | Leishmania major promastigotes, resazurin fluorescence viability | inhibition, % at 10 µM | AID 1063, 2008 | 200,000 tested, 9% active; in the data active means inhibition above about 50%;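 further: promastigotes grown with compound for 44 hours at 28 °C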
TNAP act hiacc: TNAP activators at high phosphate acceptor level, primary screen, biochemical, luminescence, uHTS. Alkaline phosphatase, tissue-nonspecific isozyme (Homo sapiens), P05186. purified TNAP, CDP-star luminescence, 1 M DEA, 30 min; active compounds read high; 0 = EDTA background, 1 = DMSO-only activity. activation factor at 20 µM. 200,000 tested, under 10 active. AID 1136, 2008;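 active means activation factor at least 2 at 20 µM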
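Assay system: human TNAP; Input: enzyme diluted 1/800 final; Reagent: CDP-star luminogenic substrate at 100 µM final; Timing: 30 min, room temperature; Signal: luminescence; Evaluation: TNAP activation factor scaled between EDTA and DMSO control wells.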
bIAP inh: bovine intestinal alkaline phosphatase inhibitors, primary screen, selectivity assay for TNAP inhibitor project, biochemical, bovine IAP, CDP-star luminescence. alkaline phosphatase, intestinal [Bos taurus]. purified bovine IAP, 30 min. inhibition, % at 20 µM. 190,000 tested, under 10 active. AID 1019, 2008;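 active means over 50% inhibition of intestinal alkaline phosphatase at 20 µM in the single-dose screen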
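Assay system – bovine IAP enzyme · Quantity – bovine IAP at 1/65,000,000 final dilution · Detection – CDP-star luminescence signal · Times – 30 min reaction at room temperature · Also added – CDP-star substrate at 30 µM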
FLuc stim CS: FLuc activators, initial screening, artefact control for FLuc-dependent activation tests, biochemical, ATPlite luminescence; ATPlite luciferase biochemical, 10 min; 0 = ATP-free wells, 1 = DMSO control; activation factor at 10 µM; 200,000 tested, under 10 active;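 active means luciferase activation factor, scaled between plate controls, of at least 2 with compound at 10 µM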
Target sequence (P08659 whole entry, looked up): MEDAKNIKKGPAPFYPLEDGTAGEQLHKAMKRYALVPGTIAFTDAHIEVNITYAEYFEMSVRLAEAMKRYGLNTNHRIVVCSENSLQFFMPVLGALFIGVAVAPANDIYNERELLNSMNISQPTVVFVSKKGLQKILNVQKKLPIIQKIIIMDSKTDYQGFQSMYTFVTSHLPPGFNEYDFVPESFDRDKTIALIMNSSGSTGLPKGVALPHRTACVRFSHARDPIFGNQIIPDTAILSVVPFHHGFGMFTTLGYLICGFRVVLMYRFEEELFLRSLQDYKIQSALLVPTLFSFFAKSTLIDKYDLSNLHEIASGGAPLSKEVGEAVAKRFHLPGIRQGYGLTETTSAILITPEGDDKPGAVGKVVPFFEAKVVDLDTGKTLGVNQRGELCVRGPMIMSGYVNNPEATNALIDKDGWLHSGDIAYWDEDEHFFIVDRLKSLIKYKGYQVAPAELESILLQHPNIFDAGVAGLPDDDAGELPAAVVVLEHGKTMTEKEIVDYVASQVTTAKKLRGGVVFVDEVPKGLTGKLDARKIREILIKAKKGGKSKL
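Material: Luciferase/luciferin reagent mix | Doses: Test compounds dosed from 2 mM stocks in 100% DMSO | Timing: 10 min incubation after luciferase reagent addition, room temperature | Measured by: Luminescence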
bIAP activator: bovine intestinal alkaline phosphatase activators, primary screen, biochemical, bovine IAP, CDP-star luminescence; alkaline phosphatase, intestinal [Bos taurus]; purified bovine IAP, 30 min; active compounds read high; fold of DMSO-control signal, blank-subtracted; activation factor at 20 µM; 200,000 tested, 0.17% active; AID 1016, 2008;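 active means activation factor of 2 or more at 20 µM, a signal rise over negative controls twice the positive control's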
RAM inhibit: inhibitors of the yeast RAM network, primary screen, dse1pr::URA3 reporter, 5-FOA selection. 190,000 tested, 1.8% active. S. cerevisiae dse1pr::URA3 reporter, 5-FOA growth OD615, 2 d; analog-sensitive cbk1-as2 kinase mutant strain. inhibition, % at 50 µM;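 active means inhibition above a set limit, 3 SD over mean compound inhibition, cut at about 8.4% in these data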;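 further: 0% = DMSO-only wells with no growth and 100% = 10 µM 1-NA-PP1 full growth; inhibition rescues growth on 5-FOA so higher OD means more RAM inhibition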
FLuc inh counter: firefly luciferase enzyme inhibitors, primary screen, artefact control for luciferase-based inhibitor screens, biochemical, luminescence, ATPLite; inhibition, % at 10 µM; AID 1006, 2008; Luciferin 4-monooxygenase (Photinus pyralis), P08659; 200,000 tested, 1.5% active; 10 min;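 active means inhibition above about 50% when tested at 10 µM, limit read from the data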
TNAP inh noacc: human TNAP enzyme inhibitors, primary screen, biochemical, luminescent, no phosphate acceptor, uHTS; Alkaline phosphatase, tissue-nonspecific isozyme (Homo sapiens), P05186; purified TNAP, CDP-star luminescence, 30 min; inhibition, % at 20 µM; 200,000 tested, 0.26% active;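 active means tissue-nonspecific alkaline phosphatase inhibition above about 50% at 20 µM in the single-dose screen, limit read from the data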;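 further: 0% = DMSO negative control and 100% = EDTA positive control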
The depositor's hits bear a star. Not a hit list; 13% or so of the library scored in one or more.

SMILES | TNAP inh hiacc | APP 5UTR inh | L major viab | TNAP act hiacc | bIAP inh | FLuc stim CS | bIAP activator | RAM inhibit | FLuc inh counter | TNAP inh noacc
CC1CCCC(NC(=O)COC(=O)c2cccc(NS(=O)(=O)/C=C/c3ccccc3)c2)C1C (stereo not given) | -4 | 2 | 53* | 1 | -19 | 1.1 | 1.2 | 3.8 | -8 | 4
CN(CC(=O)Nc1ccc(Cl)cc1)Cc1cc(=O)n2ccsc2n1 | -1 | -8 | -1 | 1 | -13 | 1 | 1.1 | 0.9 | -3 | -9
Cc1nnnn1/C(=C\c1ccccc1)C(=O)OCC(=O)N1CC2(C)CC1CC(C)(C)C2 (stereo not given) | 2 | -6 | 100* | 1 | 0 | 0.9 | 1 | -0.5 | 6 | 0
COc1ccc(NC(=O)CN2C(=O)c3cccc4cccc2c34)cc1OC | -4 | -1 | -6 | 1 | 8 | 1 | 0.9 | 3.2 | 0 | -6
CCCCOc1ccc(OCCCC)c2c1NC1(N2)C(=O)N(C(C)=O)c2ccccc21 | 2 | 2 | 1 | 1 | 3 | 1.1 | 1 | 5.3 | -7 | -3
CN1CC2(C)OC(=O)C(Cl)=C2CC1c1ccccc1 (stereo not given) | -6 | 7 | -4 | 1.1 | 14 | 1 | 0.9 | 1.4 | -4 | -12
Cc1ccc(N(CC(=O)NCc2ccc(F)cc2)S(=O)(=O)c2cccs2)cc1 | -6 | 0 | 91* | 1.1 | 10 | 1.1 | 0.9 | 4.3 | -11 | 1
CCN(CC)S(=O)(=O)c1cccc(-c2nnc(SCc3nnc(-c4ccccc4)o3)n2C)c1 | -8 | -8 | -1 | 1.1 | 3 | 1.1 | 1 | 0.3 | -7 | -7
COc1ccc(C/C(C)=N/NC(=O)c2ccncc2)cc1 | -4 | -6 | -7 | 1 | 5 | 1 | 0.9 | 1.5 | -4 | -4
CCNC(=S)N1CCNC(=O)C1CC(=O)OC (stereo not given) | -2 | 6 | 1 | 1 | -11 | 1 | 1.1 | -0.4 | 2 | 7
C/C(=N\NC(=O)c1cc(-c2cccnc2)nc2ccccc12)c1ccc(O)cc1O | 11 | 66* | 33 | 0.9 | 6 | 1 | 0.9 | 1.8 | 2 | 3
Cc1cc(-c2ccccc2)[nH]c(=O)c1C#N | -3 | -20 | -16 | 1 | -17 | 1.1 | 1.2 | 0.2 | -9 | -7
O=C(NC1CCN(C(=S)NCCc2ccccc2)CC1)C1CC1 | -1 | 24 | -1 | 1 | -7 | 1.1 | 1.1 | 2.1 | -10 | -4
COc1ccc(CNCCc2ccc(Cl)cc2)cc1OCc1ccccc1 | -8 | 14 | 96* | 1.1 | 21 | 1.1 | 0.8 | -0.1 | -9 | -8
CCCc1nnc(NC(=O)CCN2C(=O)c3ccccc3C2=O)s1 | -2 | -2 | -7 | 1 | 8 | 1.1 | 0.9 | 1.2 | -11 | -2
CCCc1nc2c(=O)[nH]c3ccccc3c2o1 | -4 | 6 | -10 | 1 | 3 | 1 | 1 | 2.3 | -2 | -8
O=C(Cc1cccc(Cl)c1)Nc1ccc(Br)cc1 | -6 | -2 | 1 | 1.1 | 9 | 1 | 0.9 | 3.6 | -3 | -9
CCOc1ccc2nc(NC(=O)c3cnccn3)sc2c1 | -2 | -38 | 29 | 1 | 1 | 0.5 | 1 | 3.3 | 46 | -12
Cc1ccccc1OCCNc1cc(N2CCCCC2)ccc1[N+](=O)[O-] | 5 | -6 | 5 | 1 | 36 | 1.1 | 0.6 | 14* | -5 | 1
COc1ccc(-c2nnc3n2N=C(C)CS3)cc1 | -1 | 4 | -4 | 1 | -3 | 1 | 1 | 2.1 | -4 | -6

RAM inhibit, hit marks shown above.
Molecule	TNAP inh hiacc	APP 5UTR inh	TNAP act hiacc	bIAP inh	FLuc stim CS	bIAP activator	RAM inhibit	TNAP inh noacc
Cc1ccccc1OCCNc1cc(N2CCCCC2)ccc1[N+](=O)[O-]	5	-6	1	36	1.1	0.6	14*	1

Continued.
Values run as follows: TNAP inh hiacc, APP 5UTR inh, L major viab, TNAP act hiacc, bIAP inh, FLuc stim CS, bIAP activator, RAM inhibit, FLuc inh counter, TNAP inh noacc
- O=C(O)c1cc2nc(-c3ccccc3)cc(-c3ccccc3)n2n1
→ -3, -6, 3, 1, 0, 1, 1, -1.9, 1, -5
- CCOC(=O)c1cccc(NC(=O)COc2ccc([N+](=O)[O-])cc2)c1
→ -1, -19, 36, 1, 12, 1.1, 0.9, -0.5, -10, 8
- O=C(COC(=O)CNC(=O)C12CC3CC(CC(C3)C1)C2)Nc1ccccc1
→ 0, -5, -2, 1, 12, 1.1, 0.9, 2.3, -9, -9
- Cc1ccc(NC(=O)NCCSc2ccc(C)cc2)cc1
→ -9, -4, -4, 1.1, -5, 1, 1, 1.5, 2, -8
- CN1CCN(C(c2cccs2)c2nnnn2Cc2ccc(F)cc2)CC1 (stereo not given)
→ -7, -1, 7, 1.1, -4, 1, 1, 0.1, 1, -6
- CCc1cc2c(Sc3nc4ccccc4s3)ncnc2s1
→ -5, 21, 18, 1.1, 6, 1, 0.9, 13*, -1, -6
- Cc1ccc(S(=O)(=O)N(C)c2ccc(C(=O)N3CCN(Cc4ccc5c(c4)OCO5)CC3)cc2)cc1
→ -4, -9, 100*, 1, -10, 1, 1.1, 1.3, -4, -16
- CCOC(=O)C(CC)Sc1cc(C)nc2ccc(OC)cc12 (stereo not given)
→ -6, 14, 11, 1.1, -18, 1.1, 1.2, 1.1, -8, -10
- O=C(c1nc2ncccn2n1)N1CCN(c2ccc(F)cc2)CC1
→ 1, -15, -9, 1, 6, 1, 0.9, 0.5, 0, -3
- Cc1oc(-c2ccc(Cl)cc2)nc1CN1CCC(C(=O)NCCCN2CCOCC2)CC1
→ -11, -10, 101*, 1.1, -18, 1.1, 1.2, 1.3, -7, -1
- COc1cccc(C(=O)CSc2nc3cccnc3n2C)c1
→ 3, 3, 6, 1, -3, 1, 1, 1.0, 0, -3
- COc1ccc(/C=C/C(=O)Nc2cc(S(=O)(=O)N3CCOCC3)ccc2C)cc1OC
→ -2, -26, 2, 1, -5, 1, 1, 3.3, -1, -6
- Cc1ccc(NC2(C(F)(F)F)N=C(c3ccccc3)NC2=O)nc1 (stereo not given)
→ -3, -8, 1, 1, 3, 1.1, 1, 0.5, -5, -13
- Nc1nc(-c2ccc(Cl)cc2)c(N=Nc2ccc(S(=O)(=O)N3CCOCC3)cc2)s1
→ 33, -4, 74*, 0.7, 10, 0.9, 0.9, 9.3*, 8, 35
- CCOC(=O)c1ccc(NC(=S)Nc2cc(C)cc(C)n2)cc1
→ -1, -15, 6, 1, 2, 1.1, 1, 0.9, -6, -10
- CC(C)CCNC(=O)C(c1ccco1)N(Cc1ccc(F)cc1)C(=O)c1snc(C(N)=O)c1N (stereo not given)
→ -8, -11, 30, 1.1, 0, 1.1, 1, 0.5, -9, -2
- Cc1ccc(C(=O)Cn2c(C)cc(C)c(C#N)c2=O)cc1
→ -4, -12, -2, 1, 15, 1.1, 0.9, 0.4, -6, -6
- CCN(CC)c1ccc(/C=C(\C#N)C(=O)c2ccc(Br)cc2)cc1
→ 30, 36, -10, 0.7, 28, 1.1, 0.7, 9.2*, -7, 36
- CCCCC(=Nc1ccc(N)cc1)C1=C(O)C(C(=O)OC)C(C)(C)CC1=O (stereo not given)
→ 2, 43, 68*, 1, 10, 1.1, 0.9, -1.2, -6, -9
- O=C(CCCOc1ccccc1)N1CCc2ccccc2C1
→ 2, -17, -5, 1, 10, 1, 0.9, 2.1, -1, -7
- O=C(N/N=C1\CC2CC=CC12)c1ccc(O)cc1 (stereo not given)
→ -4, -10, -6, 1, 6, 1, 0.9, 0.0, 1, -6
- CC(=O)C1=C(O)C(=O)N(CCc2ccccc2)C1c1ccccc1[N+](=O)[O-] (stereo not given)
→ -5, 1, 42, 1.1, 8, 1.1, 0.9, 1.8, -5, -8
- S=c1[nH]nc(-c2ccncc2)n1/N=C/C=C/c1ccco1
→ -1, 2, -5, 1, 8, 1, 0.9, 3.1, 1, 8
- Cc1c(C(=O)C(=O)NCc2cccs2)c2ccccc2n1C
→ 0, 0, -1, 1, -5, 1, 1, 2.0, 0, 1
- COc1ccc(-c2cn3c(n2)CCC3)cc1
→ -4, -36, -5, 1, -6, 0.8, 1.1, 0.0, 25, -1

Record cards, as listed above. Order of values: TNAP inh hiacc	APP 5UTR inh	L major viab	TNAP act hiacc	bIAP inh	FLuc stim CS	bIAP activator	RAM inhibit	FLuc inh counter	TNAP inh noacc
Cc1c(C(=O)C(=O)NCc2cccs2)c2ccccc2n1C in the list: 0	0	-1	1	-5	1	1	2.0	0	1
S=c1[nH]nc(-c2ccncc2)n1/N=C/C=C/c1ccco1 in the list: -1	2	-5	1	8	1	0.9	3.1	1	8
CC(=O)C1=C(O)C(=O)N(CCc2ccccc2)C1c1ccccc1[N+](=O)[O-] (stereo not given) in the list: -5	1	42	1.1	8	1.1	0.9	1.8	-5	-8
